Bioassay records deposited in PubChem by several laboratories.
Rac1 wt modul: modulators of human Rac1 wildtype GTP binding; P63000; GST-Rac1 beads, fluorescent GTP binding, flow cytometry; actives lie on both sides; 0 = cold GTP competed, 100 = untreated; GTP binding activity (% of control), % at 10 µM; actives 0.27% (n = 190,000); AID 757;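 active means GTP binding activity at least 20 points away from the 100% control level, either lower or higher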
Rab7 wt modul: dog Rab7 wildtype GTP binding, inhibitors and activators. GST-Rab7 beads, fluorescent GTP binding, flow cytometry; actives lie on both sides; untreated = 100%, excess cold GTP = 0%. GTP binding activity (percent of control), % at 10 µM. actives 0.055% (n = 190,000). AID 758;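 active means fluorescent GTP binding to Rab7 beads changed by at least 20 points from the 100% baseline, either direction, mostly lower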;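 further: median green fluorescence of bound Bodipy-FL-GTP per Rab7 bead population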
RGS8-Gao reg: human RGS8-Galphao interaction regulation | response (percent of control binding), % at 10 µM | P09471 | actives 0.34% (n = 220,000) | multiplexed bead flow cytometry, RGS8-Galphao binding; actives lie on both sides; in the data active means response below about 60% or above about 140%; inactive means in between;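 further: Galphao activated as the GDP aluminium fluoride complex binding bead-coupled RGS8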
Target sequence (P09471 whole entry, looked up): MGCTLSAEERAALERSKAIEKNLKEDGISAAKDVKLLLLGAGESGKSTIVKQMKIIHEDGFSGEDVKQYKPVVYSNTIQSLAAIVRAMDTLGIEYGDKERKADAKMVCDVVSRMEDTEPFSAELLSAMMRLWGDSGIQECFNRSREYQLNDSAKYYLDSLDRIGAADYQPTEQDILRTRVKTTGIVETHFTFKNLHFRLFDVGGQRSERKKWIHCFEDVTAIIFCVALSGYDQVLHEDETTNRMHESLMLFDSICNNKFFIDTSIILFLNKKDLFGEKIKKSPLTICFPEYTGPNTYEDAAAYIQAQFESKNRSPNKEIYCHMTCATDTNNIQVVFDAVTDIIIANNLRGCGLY
Mcl-1 Bim block: inhibitors of Bim-Mcl-1 interaction, human. Q07820. Bead-based flow cytometry, Bim peptide-Mcl-1 binding. inhibition, % at 10 µM. actives 0.1% (n = 190,000). AID 1009; in the data active means inhibition above about 40%;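 further: 0% = no compound tracer wells and 100% = peptide blocker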
Target sequence (Q07820 whole entry, looked up): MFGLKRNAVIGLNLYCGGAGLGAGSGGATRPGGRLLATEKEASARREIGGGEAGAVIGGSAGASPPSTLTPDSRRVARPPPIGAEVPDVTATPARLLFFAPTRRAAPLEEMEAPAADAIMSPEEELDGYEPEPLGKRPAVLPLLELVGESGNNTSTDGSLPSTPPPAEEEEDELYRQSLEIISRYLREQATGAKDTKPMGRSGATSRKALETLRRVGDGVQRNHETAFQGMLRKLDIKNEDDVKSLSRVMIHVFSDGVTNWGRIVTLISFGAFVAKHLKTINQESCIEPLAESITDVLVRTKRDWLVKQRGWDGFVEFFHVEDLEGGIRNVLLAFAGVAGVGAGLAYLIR
Cdc42 wt GTP: modulators (inhibitors or activators) of GTP binding to human Cdc42 wildtype; percent activity (GTP binding), % at 10 µM; GST-Cdc42 beads, Bodipy-GTP binding, flow cytometry; actives lie on both sides; actives 0.2% (n = 190,000);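 active means percent activity GTP binding at least 20 points away from the 100% baseline, either down as inhibitor or up as activator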;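 further: median bead fluorescence of bound Bodipy-FL-GTP at 100 nM; 0% = excess unlabeled GTP control and 100% = no compound control; below 100% means less GTP binding so inhibitor and above means activator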
Target sequence (P60953 whole entry, looked up): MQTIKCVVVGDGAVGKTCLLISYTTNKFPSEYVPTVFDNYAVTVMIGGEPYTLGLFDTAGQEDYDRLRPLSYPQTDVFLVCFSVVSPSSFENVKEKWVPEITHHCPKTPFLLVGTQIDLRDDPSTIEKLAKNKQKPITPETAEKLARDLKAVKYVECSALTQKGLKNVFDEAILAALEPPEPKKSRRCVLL
Mcl1 Noxa PPI: disrupts binding of human Mcl-1 to Noxa peptide; Q07820; inhibition, % at 21.7 µM; TR-FRET Mcl-1/Noxa peptide binding, 2 h; actives 1.5% (n = 220,000);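 active means compounds that cut the protein-peptide binding signal by more than 50% relative to plate controls in a single-dose test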;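 further: His-tagged Mcl-1 with rhodamine Noxa BH3 peptide and terbium anti-His antibody; 0% = Mcl-1 plus Noxa peptide wells and 100% = peptide-only wells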
Pf gametocyte: kills late stage P. falciparum gametocytes; actives 0.065% (n = 150,000); inhibition, % at 10.9 µM; P. falciparum stage V gametocytes, ATP luminescence, 24 h;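 active means inhibition above the mean plus 3 SD of compounds within the control limits, set per campaign, cut at about 38% in these data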;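 further: 0% = DMSO wells and 100% = medium only without gametocytes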
Rab2A wt mod: changes GTP binding to wildtype dog Rab2A, up or down. GST-Rab2 wt beads, Bodipy-GTP binding, flow cytometry. actives 0.19% (n = 190,000). GTP binding activity, % at 10 µM;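 active means GTP binding activity at least 20 points away from 100%, either lowered or raised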;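 further: 0% = beads with excess unlabeled GTP and 100% = no-compound control corrected for plate trend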
HRas wt GTP bind: changes GTP binding to wildtype human HRas. P01112. GST-Ras wt beads, Bodipy-FL-GTP binding, flow cytometry; actives lie on both sides. GTP binding activity, % at 10 µM. actives 0.14% (n = 190,000). AID 759;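 active means GTP binding activity at least 20% away from the 100% baseline, either lowered as inhibitor or raised as activator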;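 further: 0% = unlabeled GTP competition control and 100% = no-compound control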
Target sequence (P01112 whole entry, looked up): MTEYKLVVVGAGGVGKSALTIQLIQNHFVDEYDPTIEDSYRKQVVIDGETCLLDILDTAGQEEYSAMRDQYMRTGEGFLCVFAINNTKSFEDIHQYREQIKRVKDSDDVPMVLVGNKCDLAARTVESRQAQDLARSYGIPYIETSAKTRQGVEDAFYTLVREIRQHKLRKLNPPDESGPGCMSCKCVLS
Mcl1-Bid inh: disrupts binding of human Mcl-1 to Bid peptide. Q07820. TR-FRET Mcl-1/Bid-Dy647 peptide binding, 1536-well. inhibition, % at 21.7 µM. actives 0.97% (n = 220,000);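 active means compounds that cut the binding signal by more than half at the single screening dose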;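 further: His-tagged Mcl-1 with europium anti-His antibody binding Bid BH3 peptide; 0% = Mcl-1 plus peptide wells and 100% = peptide-only wells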
Rac1 act GTP bind: alters GTP binding to activated mutant human Rac1. P63000. percent activity (GTP binding), % at 10 µM. GST-Rac1 activated beads, fluorescent GTP binding, flow cytometry; actives lie on both sides; 100% means binding = to untreated wells. actives 0.11% (n = 190,000);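 active means GTP binding at least 20 percentage points away from the 100% baseline, in either direction, so actives lie on both sides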
* = called active by the depositor; . = no result given.

SMILES	Rac1 wt modul	Rab7 wt modul	RGS8-Gao reg	Mcl-1 Bim block	Cdc42 wt GTP	Mcl1 Noxa PPI	Pf gametocyte	Rab2A wt mod	HRas wt GTP bind	Mcl1-Bid inh	Rac1 act GTP bind
Cc1cccc(NC(=S)NCC(c2ccccc2)N(C)C)c1 (stereo not given)	101	103	101	-4	99	11	.	98	97	-43	97
O=C1OCCC1S(=O)(=O)c1ccc2ccccc2c1 (stereo not given)	101	99	90	-6	98	10	-7	99	99	-39	98
O=C(O)c1ccc(N/N=C/c2cc3c(cc2[N+](=O)[O-])OCO3)cc1	91	88	100	-2	92	17	1	92	92	-55	93
Cc1nn(Cc2ccc(Cl)cc2)c(C)c1NC(=O)CSc1n[nH]c(C)c1[N+](=O)[O-]	103	97	101	-3	104	11	7	101	101	-4	101
O=C(CN1C(=O)C2(OCCO2)c2ccccc21)c1ccc(Cl)cc1	110	99	101	0	103	2	6	103	101	2	101
O=C(NC(=S)N1CCOCC1)C12CC3CCC(CC(C3)C1)C2	101	100	100	-1	98	-4	1	96	97	-12	95
COc1ccc(OC)c(C2C(C#N)=C(N)Oc3c2c(C)nn3-c2cccc(Cl)c2)c1 (stereo not given)	101	98	105	-2	100	17	-45	99	100	-21	98
C#CCOCCOCCOCCNc1nc(N2CCN(C(=O)Cn3cc(CC(C)O)nn3)CC2)nc(N2CCN(C(=O)Cn3cc(CC(C)O)nn3)CC2)n1 (stereo not given)	99	93	100	0	101	7	.	99	96	-7	98
O=C(COc1ccc(S(=O)(=O)N2CCCCC2)cc1)NCc1ccncc1	103	102	103	-3	100	-2	14	101	100	-6	100
COC(=O)c1oc2ccccc2c1NC(=O)/C=C/C(=O)O	97	103	101	-1	96	11	-11	99	100	-33	95
Cc1ccc(-c2nc3cc(C)ccc3o2)cc1	93	100	100	-2	96	8	.	93	96	0	92
CC1CCC/C(=N/Nc2ccc([N+](=O)[O-])cc2[N+](=O)[O-])C1 (stereo not given)	101	97	98	-1	98	-3	.	98	98	-18	97
CCCc1nc2cc(CC(=O)OC)ccc2o1	101	101	103	1	100	-21	28	97	100	-36	96
Oc1ccc(Br)cc1/C=N/Nc1nc(N2CCCCC2)nc(N2CCOCC2)n1	91	100	102	-3	94	0	.	97	93	-11	92
O=C(NCC1CCCO1)c1cc(-c2ccccc2)on1 (stereo not given)	96	98	104	-2	97	-4	.	97	98	-13	98
O=C(Nc1ccccc1)/C(=C/c1ccc([N+](=O)[O-])cc1)NC(=O)c1ccccc1	107	102	107	-4	103	31	.	101	102	-16	100
CC(=O)c1c(C)[nH]c(C(=O)OCc2ccc(Br)cc2)c1C	93	99	102	-4	88	-29	3	96	94	5	94
Cc1cccc(N(C)S(=O)(=O)c2cccc3nsnc23)c1	105	101	101	0	104	-5	.	102	101	-1	99
Cc1ccc(-c2nc3ccccc3o2)cc1NC(=O)Cc1cccs1	97	97	97	-1	99	-4	.	98	100	-18	95
Cc1ccc2c(c1)C1CN(C)CCC1N2C(=O)c1ccc(Cl)c(S(=O)(=O)N2CCOCC2)c1 (stereo not given)	93	95	102	0	98	6	7	96	95	-34	94
Cc1nn(CCc2n[nH]c(=S)n2-c2cccc(Cl)c2)c(C)c1[N+](=O)[O-]	104	101	99	-2	101	-3	.	100	101	-35	98
Cc1cc(C)n(-c2ccc(F)cc2CN2CCN(Cc3ccccc3)C(CCO)C2)n1 (stereo not given)	99	104	96	-3	98	-5	-18	99	98	-22	96
CCCCCN(C(=O)NC(=O)NC(C)CC)S(C)(=O)=O (stereo not given)	108	102	100	-5	106	8	.	102	100	-26	101
Cc1cc2c(c(=O)n1CCCn1ccnc1)C(c1ccco1)C(C#N)=C(N)O2 (stereo not given)	109	100	103	2	106	-2	23	101	104	-78	103
Cc1ccc(-n2nnnc2-c2cnn(-c3cccc(F)c3)c2C(F)(F)F)cc1	99	97	106	-2	98	3	-20	98	100	-8	96

Laid out differently: entries from further up.
O=C(Nc1ccccc1)/C(=C/c1ccc([N+](=O)[O-])cc1)NC(=O)c1ccccc1
- Rac1 wt modul: 107
- Rab7 wt modul: 102
- RGS8-Gao reg: 107
- Mcl-1 Bim block: -4
- Cdc42 wt GTP: 103
- Mcl1 Noxa PPI: 31
- Pf gametocyte: .
- Rab2A wt mod: 101
- HRas wt GTP bind: 102
- Mcl1-Bid inh: -16
- Rac1 act GTP bind: 100

CC(=O)c1c(C)[nH]c(C(=O)OCc2ccc(Br)cc2)c1C
- Rac1 wt modul: 93
- Rab7 wt modul: 99
- RGS8-Gao reg: 102
- Mcl-1 Bim block: -4
- Cdc42 wt GTP: 88
- Mcl1 Noxa PPI: -29
- Pf gametocyte: 3
- Rab2A wt mod: 96
- HRas wt GTP bind: 94
- Mcl1-Bid inh: 5
- Rac1 act GTP bind: 94

Cc1cccc(N(C)S(=O)(=O)c2cccc3nsnc23)c1
- Rac1 wt modul: 105
- Rab7 wt modul: 101
- RGS8-Gao reg: 101
- Mcl-1 Bim block: 0
- Cdc42 wt GTP: 104
- Mcl1 Noxa PPI: -5
- Pf gametocyte: .
- Rab2A wt mod: 102
- HRas wt GTP bind: 101
- Mcl1-Bid inh: -1
- Rac1 act GTP bind: 99

Nothing new here: 3 of the compounds above.
SMILES	Rac1 wt modul	Rab7 wt modul	RGS8-Gao reg	Mcl-1 Bim block	Cdc42 wt GTP	Mcl1 Noxa PPI	Pf gametocyte	Rab2A wt mod	HRas wt GTP bind	Mcl1-Bid inh	Rac1 act GTP bind
COc1ccc(OC)c(C2C(C#N)=C(N)Oc3c2c(C)nn3-c2cccc(Cl)c2)c1 (stereo not given)	101	98	105	-2	100	17	-45	99	100	-21	98
C#CCOCCOCCOCCNc1nc(N2CCN(C(=O)Cn3cc(CC(C)O)nn3)CC2)nc(N2CCN(C(=O)Cn3cc(CC(C)O)nn3)CC2)n1 (stereo not given)	99	93	100	0	101	7	.	99	96	-7	98
O=C(COc1ccc(S(=O)(=O)N2CCCCC2)cc1)NCc1ccncc1	103	102	103	-3	100	-2	14	101	100	-6	100

A different layout for some results above.
Molecule | Rac1 wt modul | Rab7 wt modul | RGS8-Gao reg | Mcl-1 Bim block | Cdc42 wt GTP | Mcl1 Noxa PPI | Pf gametocyte | Rab2A wt mod | HRas wt GTP bind | Mcl1-Bid inh | Rac1 act GTP bind
CC1CCC/C(=N/Nc2ccc([N+](=O)[O-])cc2[N+](=O)[O-])C1 (stereo not given) | 101 | 97 | 98 | -1 | 98 | -3 | . | 98 | 98 | -18 | 97
Cc1ccc(-c2nc3ccccc3o2)cc1NC(=O)Cc1cccs1 | 97 | 97 | 97 | -1 | 99 | -4 | . | 98 | 100 | -18 | 95

The list continues.
SMILES	Rac1 wt modul	Rab7 wt modul	RGS8-Gao reg	Mcl-1 Bim block	Cdc42 wt GTP	Mcl1 Noxa PPI	Pf gametocyte	Rab2A wt mod	HRas wt GTP bind	Mcl1-Bid inh	Rac1 act GTP bind
CCn1c(SCC(N)=O)nc2cc(S(=O)(=O)N3CCOCC3)ccc21	99	106	101	0	102	6	1	104	99	-17	94
CC(C)CSc1ncnc2c1oc1nc3c(cc12)COC(C)(C)C3	111	106	97	-4	105	9	.	104	105	26	103
COCCN1CN(S(=O)(=O)c2ccccc2)c2nc3ccccc3nc21	91	101	102	5	92	11	.	95	96	-8	95
O=C1c2ccccc2C(=O)N1CCCc1nc(-c2cccnc2)no1	94	92	91	-3	94	24	.	93	96	-5	95
CC(=O)NCCc1nc2ccccc2n1CCc1ccccc1	94	98	93	-5	97	-1	3	99	95	4	96
Cc1c(C#N)c(N=CN(C)C)c(C(=O)c2ccc(Br)cc2)n1-c1ccc(Cl)cc1	105	102	101	0	106	-11	.	104	104	-21	101
CC(=O)N1N=C(c2ccc(NS(C)(=O)=O)cc2)CC1c1ccc2nccnc2c1 (stereo not given)	102	98	101	-2	100	3	-10	99	97	0	100
Cc1nn2c3ccccc3nc2c2ccccc12	103	103	101	0	102	-1	.	100	102	1	100
CC(c1ccccc1)N1CCC(CNC(=S)Nc2cccc(Cl)c2)C1 (stereo not given)	102	102	102	-1	100	-5	-21	100	99	-19	101
CCCCCOC(=O)c1[nH]c2c(c1C)C(=O)CC(c1ccco1)C2 (stereo not given)	108	96	82	-2	104	35	.	100	101	-16	102
O=C1CN(C(=O)c2cccs2)c2ccccc2N1	92	97	98	5	94	-5	.	97	95	-15	94
Cc1noc(C)c1COC(=O)[C@@H](NC(=O)c1ccccc1)C(C)C	99	106	102	3	97	16	-8	99	100	-6	96
O=C(CSc1nnc(Cc2ccccc2)n1-c1cccc(Cl)c1)N1CCOCC1	102	95	99	-5	96	11	.	96	97	2	99
CC1=CCC2C(=O)N(c3nc4ccccc4n3C)C(=O)C2C1 (stereo not given)	107	103	102	-2	101	8	-4	100	102	-11	97
CCCCc1ccc(Nc2ncccc2C#N)cc1	95	94	102	0	98	1	.	98	97	10	96
CS(=O)(=O)N(Cc1ccccc1)c1ccccc1C(=O)N1CCN(c2ccccc2)CC1	110	99	106	0	104	-1	.	103	105	-10	100
NNC(=O)CN1C(c2ccc(Br)cc2)=Nc2ccc(Br)cc2C1c1ccccc1 (stereo not given)	94	97	100	-3	84	23	.	83	86	7	92
Nc1nonc1C(=O)NCCNCc1ccccc1OCc1ccccc1F	97	93	104	-3	96	17	.	96	97	2	94
Cc1ccsc1/C=N/n1c(-c2ccccc2)n[nH]c1=S	102	97	87	-6	94	30	-12	97	100	-16	97
CCOCCCNC(=O)C1CCC(CNS(=O)(=O)c2ccc(OC)cc2)CC1 (stereo not given)	98	106	96	1	98	12	.	98	99	-14	96
Cc1nn(CC(O)Cn2c3c(c4ccccc42)CCN(C)C3=O)c(C)c1Br (stereo not given)	106	96	93	0	102	22	-19	101	101	-27	102
O=C(CNC(=O)c1ccco1)OCC(=O)c1ccccc1	103	104	118	1	103	1	.	101	104	-32	96
Cn1cc(CNCc2cn[nH]c2-c2ccc(F)cc2)c(-c2ccc3c(c2)OCCO3)n1	99	105	101	0	99	21	.	100	101	-11	98
O=C(CCn1ccnc1)Nc1nc2ccccc2[nH]1	96	102	104	-1	94	15	-4	99	94	-5	93
COc1ccc(NC(=O)CSc2nc3ccccc3c(=O)n2Cc2cccs2)c(OC)c1	104	98	97	0	103	-63	.	99	99	28	100
CCOC(=O)c1c(NC(=O)CSc2c[nH]c3ccccc23)sc2c1CCC2	101	97	.	-2	100	-45	.	97	96	-38	98
CCC(c1nnnn1C1CCCC1)N1CCN(c2ccccc2)CC1 (stereo not given)	94	96	103	-5	97	2	12	95	95	-9	95
CC1(C)N=C(N)N=C(N)N1c1ccccc1	102	98	88	-1	106	-13	16	107	107	-1	101
C[C@@]12CC(=O)NC1N(C(=O)c1cccc(C(F)(F)F)c1)C(c1ccccc1OC(=O)c1cccc(C(F)(F)F)c1)C2 (stereo not given in full)	100	101	102	0	98	7	-9	100	98	10	97

Look-ups from the results shown:
Cc1ccsc1/C=N/n1c(-c2ccccc2)n[nH]c1=S in Rac1 wt modul → 102
CCCCCOC(=O)c1[nH]c2c(c1C)C(=O)CC(c1ccco1)C2 (stereo not given) in Cdc42 wt GTP → 104
